# Bioassay records as filed in PubChem.
# Nrf2 activator: qHTS of Nrf2 Activators. AREc32 ARE-luciferase reporter (MCF7-derived line), luminescence, 24 h. Potency, µM (doses to about 46.1 µM), inactives show at the highest dose activation, usual class: activators. hit rate 0.31% among 410,000. AID 624171, 2012; note: potency is the fitted concentration of half-maximal effect; % of control where 0% means no effect; nearly all actives have a fitted effect of over 65% in size
#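 Nrf2 activation is followed as ARE-luciferase induction in the AREc32 line after one day of compound treatment; luminescence is read with Steady-Glo.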
# ATXN viability: Viability Counterscreen for Primary qHTS for Inhibitors of ATXN expression. AID 651635, 2014. Potency, µM (series often up to 56.7 µM), most hits filed as cytotoxic. hit rate 0.49% among 400,000. S2 cells (HEK-293 line with an ATXN2-luciferase reporter) viability, CellTiter-Fluor protease fluorescence, 24 h; note: potency is the fitted concentration of half-maximal effect; nearly all actives have a fitted effect of over 40% in size
# CCT modulator: High-Throughput Screening for Modulators of Cytosolic Chaperonin Activity. purified chaperonin ATPase assay, HTRF ADP detection, 30 min. activity change, % (no concentration beside the values), hits read low. hit rate 0.3% among 360,000; in the data active = activity change below about -30%; note: % is set by controls: 0 for no effect and ±100 for the full control effect
#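 TRiC (40 or 20 nM final, by batch activity) in 30 mM Tris pH 7.4, 100 mM KCl, 5 mM MgCl2, 1 mM DTT was treated with compound at 76 uM single dose, then 10 uM ATP, 30 min at 37 °C. ADP was read by HTRF Transcreener.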
# Nrf2 inh: Nrf2 qHTS screen for inhibitors; A549 ARE-Fluc reporter, luciferase luminescence, 18-24 h; Potency, µM (highest dose often 46 µM), for inactives: at the highest dose activity change, negative = inhibition, hits mostly inhibitors; hit rate 2.1% among 360,000; AID 504444, 2011; note: potency is the fitted concentration of half-maximal effect; % is set by controls: 0 for no effect and ±100 for the full control effect; nearly all actives have a fitted effect of over 60% in size
#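 Reporter: ARE-Fluc in A549. Exposure: 18-24 h, 37 °C, 5% CO2, 5% FBS OPTI-MEM. Readouts: fluorescent cytotoxicity (CellTiter-Fluor), then luminescent Nrf2 signal after BugLite.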
# HepG2 tox: qHTS for Inhibitors of TGF-b: Cytotox Counterscreen | HepG2 CAGA-GFP viability, ATP luminescence, 18 h | hit rate 0.76% among 410,000 | AID 588856, 2011 | Potency, µM (doses to about 46.1 µM), without a hit: top-dose activity change, negative = cytotoxicity, usual class: cytotoxic; note: potency is the fitted concentration of half-maximal effect; some results filed as inactive show a strong effect at the top dose
#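 CellTiter-Glo luminescence gave cytotoxicity after 18 hours at 37 degrees C. The cells were HepG2 CAGA-GFP in 1% FBS DMEM, stimulated with 500 pg/mL TGF-beta after compound addition. %Activity was normalised to no-cell wells (complete cell-killing) and DMSO (no toxicity), and curves were fitted and classified.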
# TGFb inhibitor: qHTS for Inhibitors of TGF-b; hit rate 1.2% among 410,000; HepG2 CAGA-GFP TGF-b/SMAD3 reporter, GFP fluorescence, 18 h; TGF-beta stimulated, 500 pg/mL final; Potency, µM (titrated, usually from 46.1 µM), inactives show at the top dose activity, negative = inhibition, hits mostly inhibitors; AID 588855, 2011; note: potency is the fitted concentration of half-maximal effect; % is set by controls: 0 for no effect and ±100 for the full control effect; nearly all actives have a fitted effect of over 65% in size
#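 HEPG2 CAGA-GFP reporter cells (1000/well, DMEM with 1% FBS) received compounds, then recombinant TGF-beta at 500 pg/mL final for 18 hours at 37 degrees C. Per-cell GFP summed per well was normalised to unstimulated and stimulated DMSO controls before curve fitting.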
# pAkt inh: HTS Assay for Inhibitors of Akt Phophorylation: Primary Screen. Neuro2A IGF-stimulated pAkt S473 HTRF, 20 min; hits give low values. activity change, % for hits at 50 µM. hit rate 0.32% among 360,000; in the data active = activity change below about -80%; inconclusive = mostly about -51% to -80%; note: % is set by controls: 0 for no effect and ±100 for the full control effect
#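 Neuro2A cells in DMEM with 0.5% FBS, overnight at 37 deg C, given compound at single 50 µM final, then IGF (6 nM final) for 20 min at 37 deg C. Lysed; phospho-Akt Ser473 by HTRF after 24 h, 665/615 ratio.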
# MmCpn inh: Inhibitors of TCP-1 ring complex (TRiC) of Methanococcus maripaludis (MmCpn): qHTS. purified Mm-Cpn ATPase, ADP Transcreener TR-FRET. Chaperonin Mm-Cpn (Methanococcus maripaludis). hit rate 0.031% among 330,000. AID 504842, 2011. Potency, µM (doses to about 76.9 µM), for inactives: top-dose activity, negative = inhibition, hits mostly inhibitors; note: potency is the fitted concentration of half-maximal effect; % is set by controls: 0 for no effect and ±100 for the full control effect; nearly all actives have a fitted effect of over 80% in size
#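 ATPase read-out: TR-FRET ADP immunoassay (anti-ADP Eu cryptate vs ADP-d2), ex 320 nm, em 590/665 nm; signal drops as ADP forms. Enzyme 25 nM, ATP 10 uM, 30 min at 37°C after 10 min compound preincubation.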
# A549 viability: Nrf2 qHTS screen for inhibitors: counterscreen for cytotoxicity; A549 ARE-Fluc cells, CellTiter-Fluor viability, 18-24 h; Potency, µM (series often up to 46 µM), inactives show at the highest dose activity change, negative = cytotoxicity, most hits filed as inhibitors; hit rate 0.16% among 390,000; AID 504648, 2011; note: potency is the fitted concentration of half-maximal effect; % is set by controls: 0 for no effect and ±100 for the full control effect
#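 A549 ARE_Fluc cells in 5% FBS OPTI-MEM were exposed to compounds in concentration-response for 18-24 h at 37 deg C. Viability was read by CellTiter-Fluor fluorescence (Ex 405/Em 525) after 30 min, before the luciferase read.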
# An asterisk follows results filed as active; i = inactive; ? = inconclusive; / = no result given; [ ] = another dose, or the depositor's remark. Unless noted, calls come from the whole dose curve; as a rule, active = well fitted curve in the direction sought with a large enough effect; inconclusive = small, poorly fitted or top-dose-only effect, or another doubt; inactive = no such curve, though single readings can be large; an effect the other way counts as inactive or inconclusive. Hits appear at their usual frequency; any-hit rate near 4.4%.
SMILES,Nrf2 activator,ATXN viability,CCT modulator,Nrf2 inh,HepG2 tox,TGFb inhibitor,pAkt inh,MmCpn inh,A549 viability
Cc1ccc(OCCC(=O)N(CCC(C)C)c2c(N)n(Cc3ccccc3)c(=O)[nH]c2=O)cc1,0.8%,i,-1.9,-3%,5%,-9%,i,-25%,-4%
COc1ccc(Cl)cc1NC(=O)CN(C)CC(=O)Nc1ccc(Br)cc1,2.3%,i,-2.7,-9%,-4%,11%,i,0%,-2%
Nc1c(-c2nc(-c3ccc(Cl)cc3)no2)nnn1-c1ccc(C(F)(F)F)c(Cl)c1,-0.1%,i,/,?,3%,4%,/,/,7%
O=C(O)CSCC(=O)Nc1ccc(S(=O)(=O)N2CCCCC2)cc1,-0.7%,i,1.5,12%,-30%,-10%,i,2%,-7%
CC(C)NC(=O)c1cc(C2CCCCN2S(=O)(=O)c2cccs2)on1 (stereo not drawn),-0.4%[9.22 µM],i,-1.1,/,7%,9%,i,/,/
Cn1c(N)c(S(=O)(=O)NCc2ccccc2)c(=O)n(C)c1=O,-0.5%,i,-0.4,0%,3%,-11%,i,/,5%
Cn1c(SCC(=O)Nc2nc3ccccc3s2)ncc(C(=O)Nc2ccc(F)cc2)c1=O,5.3%,/,/,/,-3%,0%,/,/,-6%
Cc1ccc(NC(=O)C(C)S)cc1 (stereo not drawn),0.3%,i,1.7,12%,1%,-3%,i,-1%,0%
CCCN(CC(=O)Nc1ccc(F)c(F)c1F)CC(=O)Nc1c(C)n(C)n(-c2ccccc2)c1=O,0.2%,i,1.2,3%,4%,-4%,i,0%,3%
O=[N+]([O-])c1ccc(COc2ncnc3ccccc23)cc1,0.3%,/,-2.7,-19%,0%,-4%,i,0%,1%
CCCCOCCCNC(=O)c1cccs1,-0.2%,i,2.6,4%,13%,9%,i,0%,8%
CCCN(C(=O)NCc1noc2ccc(C)cc12)c1ccc(Cl)c(Cl)c1,-0.9%,?,/,25%,-6%,?,/,/,9%
Cc1ccc2c(c1)N(C(=O)c1ccco1)C(C)(C)c1ssc(=S)c1-2,0.1%,i,0.6,/,1%,0%,/,-1%,-20%
COc1ccc(/C=N/NS(=O)(=O)c2ccc(C)cc2)cc1,-0.4%,i,-0.9,1%,-25%,10%,i,-3%,3%
O=S(=O)(c1ccc(Br)s1)N1CCc2ccccc2C1,0.1%,i,1.2,-7%,-40%,-18%,i,0%,-4%

# The last 2 records of the section before are carried over, then new ones follow.
SMILES,Nrf2 activator,ATXN viability,CCT modulator,Nrf2 inh,HepG2 tox,TGFb inhibitor,pAkt inh,MmCpn inh,A549 viability
COc1ccc(/C=N/NS(=O)(=O)c2ccc(C)cc2)cc1,-0.4%,i,-0.9,1%,-25%,10%,i,-3%,3%
O=S(=O)(c1ccc(Br)s1)N1CCc2ccccc2C1,0.1%,i,1.2,-7%,-40%,-18%,i,0%,-4%
COc1ccc(NC(=O)c2ccco2)cc1NC(=O)c1ccc(C)c(C)c1,9.3%,?,/,-2%,-6%,-5%,/,/,-15%
Cc1ccccc1OCCC(=O)N(CC(=O)Nc1ccccc1C(F)(F)F)Cc1ccco1,-0.5%,i,-0.8,-9%,-13%,2%,i,-6%,2%
Cc1ccc[n+](C(C)C(=O)Nc2ccc(C)c([N+](=O)[O-])c2)c1 (stereo not drawn),-0.4%,i,0.0,-29%,8%,-19%,i,0%,-6%
CC(C#N)Sc1nnc(-c2ccccc2F)n1C1CC1 (stereo not drawn),1.6%,i,-2.5,0%,2%,-14%,i,3%,7%
CC1CN(C(=S)Nc2ccccc2F)CC(C)O1 (stereo not drawn),-0.4%,i,-2.2,0%,-1%,-7%,i,1%,0%
CCOC(=O)c1ccc(NC(=O)CCc2nnc3ccc(N4CCCC4)nn23)cc1,0.4%,i,0.4,16%,-10%,-4%,i,1%,-1%
CSc1nnc(-c2ccccc2SC)o1,?,i,-1.7,22%,2%,-15%,i,-7%,6%
Cc1ccc(N(CC(=O)Nc2c(C)n(C)n(-c3ccccc3)c2=O)S(C)(=O)=O)cc1C,0.4%,i,0.3,/,-5%,-8%,-109%*,-1%,0%
O=c1c(C(c2ccccc2)c2c(O)sc3ccccc3c2=O)c(O)sc2ccccc12,-0.8%,i,-4.5,8%,2%,-4%,i,-2%,-6%
COc1ccc(C2NC(c3ccc(OC)cc3)C(c3ccccc3)C(=O)C2c2ccccc2)cc1 (stereo not drawn),-0.3%,i,0.0,-2%,-4%,3%,i,1%,10%
CCc1nc(NC(=O)c2sc(C)nc2C)sc1C(=O)OC,2.4%,i,-3.4,-8%,-25%,10%,i,-2%,2%
O=C1CC(c2ccc(Cl)cc2)CC(=O)C1CS(=O)(=O)c1ccccc1 (stereo not drawn),-0.2%,i,-3.2,-1%,-14%,1%,i,-3%,9%
NS(=O)(=O)c1ccc(CNC(=O)Cc2ccccc2F)cc1,0.0%,i,-1.5,8%,-6%,1%,i,1%,0%
COc1ccc(-c2nnc(NC(=O)c3cc(C)on3)s2)cc1,-0.7%,i,-3.3,3%,11%,26%,i,-5%,-1%
O=C(Oc1ccccc1C(=O)Oc1ccccc1)c1cccnc1,-0.7%,?,0.5,4%,-7%,-7%,i,-3%,-3%
O=C(CN(C(=O)C1CSC(=O)C1)c1ccc(F)cc1)NCc1ccc2c(c1)OCO2 (stereo not drawn),0.0%,i,-3.0,-5%,2%,-4%,i,3%,3%
Cc1ccc(N/C(SCc2ccccc2C)=C(/C#N)C(=O)NCc2ccco2)cc1C,3.1%,?,-2.1,?,0%,-29%,i,0%,-8%
Cn1cc2ccc([N+](=O)[O-])cc2n1,0.0%,i,-3.5,4%,9%,3%,i,0%,-3%
CCc1cc(C(=O)c2ccc(OC)cc2)c(N)s1,23%,i,1.0,1%,-8%,-27%,i,3%,-1%
CC(C)(C)OC(=O)N1CCC(c2c(C(=O)O)cnn2-c2ccccc2Cl)CC1,0.3%,i,1.9,5%,-11%,0%,i,0%,2%
O=C(CCC(=O)N(CC(=O)NC1CCCC1)Cc1ccccc1)Nc1nccs1,0.2%,i,1.9,-28%,0%,-11%,i,2%,1%
Cc1ccoc1C(=O)Nc1cccc2ccccc12,?,i,0.8,22%,-28%,-1%,i,-1%,4%
O=C(CCN1C(=O)c2ccccc2C1=O)OCn1nnc2ccccc2c1=O,-0.2%,i,2.2,11%,1%,2%,i,0%,9%
CCOc1ccc(CNC(=S)NCc2ccc(OCC)cc2)cc1,0.2%,i,2.2,-6%,-6%,2%,i,1%,6%
CCCCN(C(=O)CCC(=O)Nc1cc(C)on1)C(C(=O)NC1CCCC1)c1ccc(F)cc1 (stereo not drawn),-1.5%,i,0.5,17%,-1%,-15%,i,-7%,1%
Cc1nc2sc(C(N)=O)c(N)c2c(-c2ccc(Br)cc2)c1C(=O)Nc1ccc(Cl)cc1,-4.4%,?,/,7%[9.27 µM],-95%,?,/,/,1%
N#C/C(=N\Nc1ccc(Cl)cc1)C(=O)c1ccsc1,5.8%,?,-1.1,16µM*,-27%,?,i,0%,?
CC(C)=CCC/C(C)=C/CNC(=O)C[C@H]1C[C@H](C(=O)N2CCCCC2)[C@@]2(CCc3ccccc3)c3[nH]c4cc(CCC(=O)N(C)C)ccc4c3CCN2C1=O,-0.6%,i,1.3,?,10%,-4%,i,4%,?
CC1=C(C(=O)Nc2ccccc2)C(c2cccs2)n2nnnc2N1 (stereo not drawn),2.7%,i,-1.4,15%,-3%,-7%,-96%*,-3%,4%[1.84 µM]
COc1ccc(CC(=O)OCC(=O)Nc2ccc3[nH]c(=O)[nH]c3c2)cc1OC,-1.7%,i,2.0,/,-1%,-12%,i,/,/
CCOC(=O)c1c(Nc2ccc(O)cc2)nnc(-c2ccccc2)c1-c1ccccc1,0.7%,i,/,0%,-18%,-2%,/,/,-3%
CCOC(=O)C1=C(C)Nc2ccccc2N=C1NC(=O)C(CC)c1ccccc1 (stereo not drawn),0.5%,i,-0.7,13%,-15%,-4%,i,-1%,-2%
CCOC(=O)N1CCN(C(=O)CC(=O)Nc2ccc3nc4n(c(=O)c3c2)CCCCC4)CC1,-0.7%,i,-4.0,15%,-20%,8%,i,-1%,3%
COc1cccc(CNC(=O)[C@@H]2CCCN2C(=O)[C@H]2CCCCN2C(=O)c2ccc(Cl)cc2)c1,-0.7%,?,0.8,/,/,/,i,/,/
Cn1c(SCC(=O)Nc2ccc3c(c2)OCCO3)nnc1-c1cccnc1,0.2%,i,-2.7,14%,-25%,-6%,i,2%,5%
COc1cccc(-c2cc(C(=O)Nc3c(C)n(C)n(-c4ccccc4)c3=O)no2)c1,0.4%,i,-1.0,-23%,-15%,-35%,i,-1%,-7%
O=C(Nc1ccccc1)c1nc[nH]c1C(=O)NCCCCNC(=O)c1[nH]cnc1C(=O)Nc1ccccc1,0.1%,i,-3.8,?,-15%,-5%,i,1%,-11%
COc1ccccc1/C=N/Nc1cc(N(C)C)nc(N(C)C)n1,3.0%,i,0.4,-7%,-35%,0%,i,-2%,-1%
c1ccc(-n2cnc3cc(NCc4cccs4)ccc32)cc1,-0.9%,i,-0.7,?,-2%,?,i,0%,-16%
O=[N+]([O-])c1cccc(C2CC(c3ccccc3)=NN2c2ccccc2)c1 (stereo not drawn),6.4%,/,-6.5,5%,-4%,-25%,i,-3%,7%
Cc1ccc(S(=O)(=O)N2CCCN(c3nc4cc(C)ccc4cc3C#N)CC2)cc1,0.6%,i,0.1,?,-19%,-24%,i,-2%,-4%
